phage Ecoli inh = E. coli growth loss with phage present; growth absorbance; inhibition, % at 11.9 µM; 0.26% of 360,000 active; AID 651602; in the data active means inhibition above about 11%
Mot1-301 SUMO = inhibitors of SUMOylation pathway: yeast Mot1-301 growth rescue. S. cerevisiae Mot1-301 growth rescue, ATP luminescence, 38.5C; percent above DMSO median, 100 means doubled. growth rescue, % at 18.8 µM. 1% of 320,000 active;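 active means every valid replicate shows activation above 250% relative to neutral control wells; inactive means the rest, any valid replicate at or below 250%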;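 further: OY570 slx delta 5 strain wells were the positive control but not used for scaling; some compounds called inactive have numbers as strong as hits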
Ecoli viability = reduces bacterial viability in AddAB counter-screen. 0.27% of 330,000 active. inhibition, % at 11.9 µM. AID 449728. E. coli V3065 growth, OD600 absorbance, 18 h;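 active means inhibition above the campaign's mean inhibition across all tested compounds plus 3 SD, cut at about 9.9% in these data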;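 further: uninfected addAB+ strain grown without phage in ampicillin broth; 0% = DMSO wells and 100% = ciprofloxacin 0.95 µg/ml wells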
PKA-R1A act = PKA-R1A complex activation; P00514+P68181; PKA-R1A dissociation, Cy5-IP20 fluorescence polarization; scaled: DMSO 0%, 113 µM cGMP 100%; activation, % at 11.4 µM; 0.083% of 340,000 active; AID 504707;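 active means percent activation above the mean of all tested compounds plus 3 SD, cut at about 19% in these data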;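 further: higher means more PKAc released from R1A so a rise in polarization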
PfHsp90 yeast 2 = reduces growth (ATP signal) of yeast expressing P. falciparum Hsp90 | S. cerevisiae expressing PfHsp90, BacTiter-Glo ATP, 48 h; yeast lacking PDR1 and PDR3 efflux regulators | inhibition, % at 9.4 µM | 0.32% of 310,000 active;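 active means every replicate shows inhibition above about 80%, whatever the replicate mean, limit read from the data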;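 further: 0% = DMSO neutral controls and 100% = 20 µM radicicol positive controls; yeast relying on Plasmodium falciparum Hsp90 in place of its own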
HTR5A inv ctr = inverse agonist of human HTR5A in OPRM1-OPRD1 counter-screen; P47898; HTR5A cell line, luminescence, inverse agonism; AID 504634; 0.083% of 340,000 active; inhibition, % at 9.3 µM; in the data active means inhibition mostly above about 23%, no sharp cut-off; inactive means mostly below about 18%;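 further: 0% = cells with DMSO and 100% = no-cell wells with DMSO; some compounds called inactive have numbers as strong as hits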
Target sequence (P47898 whole entry, looked up): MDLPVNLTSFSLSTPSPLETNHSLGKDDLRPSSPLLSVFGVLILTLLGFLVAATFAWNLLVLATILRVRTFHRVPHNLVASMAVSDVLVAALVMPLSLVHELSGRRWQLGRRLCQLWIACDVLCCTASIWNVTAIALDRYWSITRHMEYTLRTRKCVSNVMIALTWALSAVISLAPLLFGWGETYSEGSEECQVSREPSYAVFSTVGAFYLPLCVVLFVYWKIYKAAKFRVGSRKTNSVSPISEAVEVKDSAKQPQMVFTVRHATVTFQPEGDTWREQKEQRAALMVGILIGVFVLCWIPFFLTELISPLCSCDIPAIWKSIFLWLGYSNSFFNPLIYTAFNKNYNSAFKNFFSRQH
MOR-DOR inv ag = inverse agonists of human mu-delta opioid receptor heterodimerization; AID 504357; 0.21% of 340,000 active; cell-based MOR-DOR heterodimer luminescence, inverse agonism; inhibition, % at 9.3 µM; in the data active means inhibition above about 22%, passing the limit was not always enough;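 further: 0% = cells with DMSO and 100% = wells without cells with DMSO; values of inactives mirror those of a sister screen read the other way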
AddAB inh = less growth of phage-infected E. coli with AddAB | E. coli expressing H. pylori AddAB, absorbance growth | 0.29% of 330,000 active | AID 435030 | inhibition, % at 11.9 µM; in the data active means inhibition above about 12%;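 further: 0% = vehicle wells of infected cells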
OPRM1-OPRD1 ag = OPRM1-OPRD1 heterodimerization agonism | cells, luminescence | activation, % at 9.3 µM | P35372+P41143 | AID 504326 | 0.3% of 340,000 active; in the data active means activation above about 18%;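 further: 0% = vehicle-treated cells and 100% = reference agonist; values of inactives mirror those of a sister screen read the other way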
Tat export inh = E. coli Tat transport inhibition; inhibition, % at 10 µM; 0.036% of 340,000 active; E. coli MC4100 TorA-mCherry Tat export, fluorescence;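 active means mean replicate inhibition at least 50% and at least half of replicates individually reaching 50%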;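 further: exported cargo escapes ClpAP degradation while cytoplasmic cargo is degraded and loses fluorescence; 0% = median of neutral control wells and 100% = median of NaSCN control wells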
PKA-R2B act = activators of human PKA-R2B complex. P22694+P31323. PKA-R2B holoenzyme dissociation, Cy5-IP20 fluorescence polarization; R2B truncated from residue 108, S112A mutant; 0% DMSO only, 100% 113 µM cGMP. activation, % at 11.4 µM. 0.079% of 340,000 active;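 active means activation above a cutoff set at the mean over all compounds plus 3 SD, cut at about 18% in these data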;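 further: higher means more holoenzyme dissociation and a rise in polarization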
Target sequence (P31323 whole entry, looked up, other chains not shown, the tested form may be a part): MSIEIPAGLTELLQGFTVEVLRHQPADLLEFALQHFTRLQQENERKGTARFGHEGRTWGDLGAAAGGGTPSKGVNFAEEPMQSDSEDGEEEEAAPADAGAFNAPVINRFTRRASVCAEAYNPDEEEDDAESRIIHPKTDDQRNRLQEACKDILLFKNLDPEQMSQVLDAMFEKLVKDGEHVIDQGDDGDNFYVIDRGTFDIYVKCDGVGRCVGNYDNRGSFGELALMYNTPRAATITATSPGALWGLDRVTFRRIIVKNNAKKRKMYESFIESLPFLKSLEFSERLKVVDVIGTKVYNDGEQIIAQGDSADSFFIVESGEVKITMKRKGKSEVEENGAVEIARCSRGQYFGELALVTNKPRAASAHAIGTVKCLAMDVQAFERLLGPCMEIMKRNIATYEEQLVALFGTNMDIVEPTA
An asterisk follows results filed as active; . = not tested or not shown.

entry	SMILES	phage Ecoli inh	Mot1-301 SUMO	Ecoli viability	PKA-R1A act	PfHsp90 yeast 2	HTR5A inv ctr	MOR-DOR inv ag	AddAB inh	OPRM1-OPRD1 ag	Tat export inh	PKA-R2B act
1	Cc1ccc(NC(=O)[C@@H]2CCCN2S(=O)(=O)c2ccc(Cl)cc2)cc1	3.4	75.5	2.5	-16.0	.	-3.6	10.4	0.6	-2.0	6.9	-4.4
2	Cn1c(-c2ccc3c(c2)OCO3)cnc1NCc1cccc(O)c1	5.8	329.1	-2.8	11.8	6.9	-4.2	10.6	-1.0	-2.1	-10.4	-8.4
3	Cc1onc(-c2ccccc2)c1C(=O)NNC(=O)c1ccccc1	-1.4	.	-1.5	3.1	-22.9	12.7	4.6	0.8	-1.1	-3.4	-4.3
4	NS(=O)(=O)c1ccc(N2C(=O)C3CC=CCC3C2=O)cc1 (centres undefined)	2.2	1.3	2.0	-6.2	-12.9	-31.1	10.7	3.6	-2.1	-1.6	0.8
5	CN(C)CCNC(=S)Nc1ccc(-c2nc3ccccc3[nH]2)cc1	3.5	4.2	2.3	2.6	-35.0	3.5	-24.3	2.4	4.7	-9.1	-8.2
6	CCCNC(=O)COC(=O)/C=C/c1ccc2c(c1)OCO2	5.1	5.4	1.3	-5.7	9.2	-18.2	12.6	1.5	-2.1	-1.4	2.2
7	CCOc1ccc(CCNC(=O)c2ccc(C)c(NC3=NC4CS(=O)(=O)CC4S3)c2)cc1 (centres undefined)	1.3	-12.2	-2.4	-4.0	-20.2	18.4	15.5	3.9	-2.9	2.4	-9.6
8	CCN(CC)S(=O)(=O)c1cccc(NC(=O)COC(=O)CNC(=O)c2cccc(F)c2)c1	-0.1	12.2	0.4	-0.1	-64.3	-5.5	5.0	0.5	-1.0	4.2	-6.6
9	C#CCSc1nc(-c2ccccc2)cc(C(F)(F)F)c1C#N	4.0	-26.6	-0.5	-2.0	42.4	8.1	-16.5	2.8	2.6	-2.7	-3.5
10	CC(C)c1nnc(NC(=O)c2ccc3c(c2)OCO3)s1	3.0	-7.6	1.0	5.7	-14.7	-30.3	1.4	-1.4	-0.3	-6.5	-5.9
11	O=C(O)CCC(=O)NC(c1ccccc1)c1ccccc1	4.6	390.5	-1.9	-10.1	13.8	15.0	11.3	4.2	-2.1	-0.3	-6.6
12	O=C(CCc1ccc(S(=O)(=O)N2CCOCC2)cc1)NCCCN1CCCC1=O	1.3	9.0	0.8	-4.2	0.8	-1.8	17.8	0.9	-3.6	0.5	-9.4
13	CCOc1ccc(NC(=O)C2CCC(N3C(=O)C4CC=CCC4C3=O)CC2)cc1 (centres undefined)	0.2	.	-0.9	-1.0	-14.7	14.7	-0.2	-0.5	0.0	3.4	4.5
14	CCCc1nc2ccccc2c(=O)n1/N=C/c1ccc(O)c(O)c1	-0.1	-25.0	-2.8	-5.0	-16.1	5.6	-5.1	0.3	0.9	5.2	-17.3
15	O=C(CN1C(=O)NC2(CCCCCCC2)C1=O)Nc1ccc(Cl)cc1	3.8	6.7	1.6	0.8	4.7	5.8	-3.9	3.4	1.0	-0.2	2.2
16	O=C(O)c1ccc(Cn2cc(Cl)cn2)cc1	-1.3	7.6	-4.1	-1.8	-4.0	-42.0	2.5	-0.2	-0.4	-2.1	-5.6
17	O=C(c1cc([N+](=O)[O-])ccc1N1CCCCC1)N1CCCC1	2.1	-16.4	-0.3	-1.3	-16.0	20.4	10.3	3.4	-2.0	-3.2	7.7
18	CC(C)Oc1cccc(C(=O)C2CCCN(C(=O)c3cc(C4CC4)[nH]n3)C2)c1 (centres undefined)	1.6	0.9	-0.3	-4.1	13.9	-10.8	7.0	1.7	-1.3	-1.8	4.5
19	O=C1CSC(c2cccc([N+](=O)[O-])c2)N1C1CC2CCC1C2 (centres undefined)	1.8	18.5	0.3	-2.6	-11.8	27.3	11.9	1.8	-2.3	2.2	0.3
20	COc1ccc(S(=O)(=O)NCCOc2cccc3cccnc23)cc1OC	2.4	.	.	-5.2	-14.2	4.8	12.2	.	-2.6	-12.2	-8.4
21	Cn1c(/C(C#N)=C(\O)c2ccc([N+](=O)[O-])s2)nc2ccccc21	1.2	-5.7	0.3	2.5	18.1	9.7	2.4	-2.0	-0.5	-5.7	-1.1
22	Cc1nc(Nc2ccc(Cl)cc2)c2nnn(Cc3ccccc3)c2n1	3.0	-3.5	-0.9	-15.4	-18.0	-11.7	-30.8	-2.4	5.9	-2.9	-6.4
23	Cc1nc(N2CCN(Cc3ccccc3)CC2)nc2c1CCC2	1.5	3.1	0.9	-1.5	-5.0	-4.5	-8.0	0.2	1.1	-8.0	-13.5
24	O=C(COC(=O)/C=C/c1cccc(Br)c1)NCc1cccs1	0.3	0.4	0.7	-0.2	-15.6	9.1	11.0	1.7	-2.9	1.4	-18.2
25	COc1ccc2[nH]c(C(=O)N3CCC(Cc4ccccc4)CC3)cc2c1	.	41.7	1.2	-3.2	-3.6	16.2	-14.9	1.0	3.3	3.5	2.8
26	CCOc1ccc(-c2n[nH]c(C(=O)NN)c2C)cc1	4.2	-0.5	-2.2	9.7	-1.7	7.6	-15.3	2.5	2.1	-13.0	3.8
27	O=C(Nc1ccccc1C(=O)N1CCCCC1)c1ccco1	1.2	-0.8	1.4	-4.5	0.0	-10.5	9.0	1.5	-1.7	11.6	-6.9
28	CCS(=O)(=O)n1nc(-c2ccc(C)cc2)nc1N	-0.9	7.7	-2.0	-7.9	-0.5	3.9	1.9	0.3	-0.4	-0.6	8.2
29	COC(=O)c1[nH]c2ccccc2c1NC(=O)C(C)N1CCOCC1 (centres undefined)	1.5	5.3	-0.2	-3.9	2.7	-12.4	8.5	-0.3	-1.7	8.7	0.1
30	CCCCN(CC(=O)NC1CC1)S(=O)(=O)c1ccc(OCC)cc1	3.6	-3.2	0.2	-5.5	.	-3.4	8.6	1.6	-2.1	3.3	11.4
31	CC(=O)Nc1cccc(NC(=O)CSc2nnnn2Cc2ccccc2)c1	2.5	-22.0	-3.5	4.7	7.9	8.1	11.1	-2.7	-1.9	10.2	-6.3
32	Cc1c(C=O)c2ccccn2c1C(=O)c1ccc(Cl)c([N+](=O)[O-])c1	-1.1	859.7	1.6	-4.0	8.4	1.1	2.4	1.5	-0.5	0.9	-9.4
33	CC(=O)OCC(=O)C1(O)CCC2C3CCC4=CC(=O)CCC4(C)C3(F)C(O)CC21C (centres undefined)	2.3	.	.	3.6	.	4.1	9.1	.	-1.7	-0.8	-1.8
34	CCOC(=O)c1nn(-c2ccc3c(c2)CCN3C(C)=O)cc1O	3.4	197.0	1.1	-3.1	10.2	3.5	7.0	0.7	-1.2	-9.9	2.5
35	Cn1cc(CN(CCO)Cc2cccs2)c(-c2ccccc2F)n1	1.6	-4.7	-2.0	-6.5	0.6	-0.8	9.5	2.4	-1.9	1.0	-1.2
36	CN(C)CCNC(=O)c1ccc(CS(=O)(=O)c2ccc(Br)cc2)o1	2.6	-3.3	0.3	9.4	-13.2	-6.7	11.3	5.1	-2.2	-4.6	-4.2
37	OCCNCCO	0.8	-0.1	-3.7	-5.9	-5.1	11.4	10.3	2.9	-2.0	-4.5	-2.4
38	CC1CC(C)CN(S(=O)(=O)c2ccc(Cl)cc2)C1 (centres undefined)	1.3	40.8	1.4	-3.8	-31.4	-14.9	-62.4	3.0	12.2	2.6	-5.6
39	COc1ccc(NC(=O)COc2ncnc3ccccc23)cc1S(=O)(=O)N1CCOCC1	-0.1	7.4	0.1	-13.9	-1.8	8.8	12.1	0.5	-2.5	-2.9	-4.8
40	Cn1c(=O)c(=O)n(C)c2cc(S(=O)(=O)N3CCC(N4CCCCC4)CC3)ccc21	1.6	10.4	1.1	3.4	16.1	-4.6	3.0	1.4	-0.6	-5.4	2.1
41	C=CCOc1ccc(CN(C)Cc2nc3cc(C(F)(F)F)ccc3c(=O)[nH]2)cc1	0.1	19.6	-1.0	-7.9	16.8	1.9	-38.3	-3.0	7.0	7.3	-10.3
42	CCOc1ccc(-n2nnc3c(=O)n(CC(=O)Nc4cc(C)on4)cnc32)cc1	2.8	29.4	-3.0	-7.8	-46.0	-7.1	15.2	-1.4	-3.1	-0.4	-9.8
43	O=C(c1cc(C2CC2)on1)N1CCN(c2ccccc2)CC1	2.2	-9.4	-2.2	4.0	-7.6	3.3	9.2	-1.4	-1.6	-6.3	0.3
44	CCNc1nn2ccccc2c1/C=C(\C#N)C(=O)OCC	-2.3	-5.1	-1.7	0.9	12.1	-21.8	12.5	-0.6	-2.8	-5.9	0.3
45	CN(Cc1ccccc1)C(=O)CN(c1ccccc1Cl)S(C)(=O)=O	1.5	8.6	0.6	-6.0	-9.5	19.9	3.2	2.2	-0.6	-23.1	-9.0
46	COc1cc(NC(=S)NN2CCN(C)CC2)cc(OC)c1	1.2	-1.9	2.6	3.9	-11.8	-39.5	11.2	1.7	-1.8	5.0	0.6
47	CC(OC(=O)C1CCCC1)C(=O)Nc1ccc(S(N)(=O)=O)cc1 (centres undefined)	2.2	90.4	2.0	-2.1	-0.8	4.2	8.4	3.4	-1.5	-2.8	-10.9
48	COc1ccc(NS(=O)(=O)c2ccc3ccccc3c2)c2ncccc12	-2.0	-8.8	-3.7	-3.0	-93.2	12.5	38.9*	-2.6	-7.0	-8.7	-1.3
49	O=C(NCCO)c1c(O)c2cccc3c2n(c1=O)CC3	2.0	-3.9	1.8	-2.8	-29.3	17.7	18.5	3.8	-3.3	-8.1	5.8
50	COC(=O)c1ccc(C23CC4(C2)[C@H](CN(CC2CCCCC2)[C@@H]4c2ccccc2)C3c2ccc(Cl)nc2)cc1 (some centres undefined)	-0.1	2.3	-3.4	9.4	-5.4	-46.7	0.6	-4.4	-0.1	1.4	-5.7
51	Cc1ccc2oc(=O)c3cc(C(=O)NCCCN4C(C)CCCC4C)sc3c2c1 (centres undefined)	2.4	5.2	0.2	-11.9	26.9	25.1	9.7	2.9	-1.8	-3.7	-9.9
52	Nc1ccc2c(c1)[nH]c(=O)c1ccccc12	4.3	.	.	-0.3	-0.7	-0.1	15.9	.	-3.2	-12.0	5.2
53	COc1cc(C(=S)N(C)C)ccc1O	2.1	174.5	-0.1	-6.3	-9.6	6.3	13.8	3.8	-3.3	1.4	-11.2
54	O=C(CSc1nc2[nH]ncc2c(=O)n1-c1ccc(Cl)c(Cl)c1)NCc1ccccc1Cl	2.0	56.6	-2.3	-17.1	-6.5	8.0	-11.4	-1.9	2.1	2.7	1.0
55	COCCn1cc(C(=O)N2CCCC(C)C2)c2c3ccccc3n(C)c2c1=O (centres undefined)	1.9	-3.1	0.3	5.6	7.7	-5.5	16.0	-0.3	-3.1	22.5	-2.6

An excerpt from above, showing only Tat export inh:
cpd | Structure | Tat export inh
53 | COc1cc(C(=S)N(C)C)ccc1O | 1.4
54 | O=C(CSc1nc2[nH]ncc2c(=O)n1-c1ccc(Cl)c(Cl)c1)NCc1ccccc1Cl | 2.7

Source: PubChem (several laboratories)
